TNAP inh no acc = human TNAP enzyme inhibitors, primary screen, biochemical, luminescent, no phosphate acceptor, uHTS. hit rate 0.26% among 200,000. purified TNAP, CDP-star luminescence, 30 min. Alkaline phosphatase, tissue-nonspecific isozyme (Homo sapiens), P05186. inhibition, % at 20 µM;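 active means tissue-nonspecific alkaline phosphatase inhibition above about 50% at 20 µM in the single-dose screen, limit read from the data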;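 further: 0% = DMSO negative control and 100% = EDTA positive control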
Target sequence (P05186 whole entry, looked up): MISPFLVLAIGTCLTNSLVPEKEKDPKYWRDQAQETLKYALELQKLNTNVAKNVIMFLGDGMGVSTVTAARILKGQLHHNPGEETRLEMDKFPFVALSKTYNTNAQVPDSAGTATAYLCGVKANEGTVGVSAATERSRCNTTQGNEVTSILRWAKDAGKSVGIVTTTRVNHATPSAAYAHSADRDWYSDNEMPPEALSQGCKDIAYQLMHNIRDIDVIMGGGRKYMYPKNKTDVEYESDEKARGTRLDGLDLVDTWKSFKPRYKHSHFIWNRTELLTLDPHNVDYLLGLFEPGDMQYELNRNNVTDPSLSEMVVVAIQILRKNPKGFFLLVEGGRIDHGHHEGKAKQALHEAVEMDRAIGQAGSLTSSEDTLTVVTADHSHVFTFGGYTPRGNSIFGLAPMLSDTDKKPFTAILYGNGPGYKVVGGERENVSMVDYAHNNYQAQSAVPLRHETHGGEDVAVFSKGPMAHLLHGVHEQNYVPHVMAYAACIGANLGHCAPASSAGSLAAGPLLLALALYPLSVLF
PPARg SRC-2 ag = agonists of PPARg-SRC-2 recruitment, primary screen, biochemical, HTS; PPARgamma LBD-SRC-2 recruitment; activation, % at 8 µM; hit rate 0.34% among 200,000; AID 1032, 2008; in the data active means activation above about 22%;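 further: 0% = vehicle and 100% = reference agonist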
Target sequence (P37231 whole entry, looked up, the tested form may be a part): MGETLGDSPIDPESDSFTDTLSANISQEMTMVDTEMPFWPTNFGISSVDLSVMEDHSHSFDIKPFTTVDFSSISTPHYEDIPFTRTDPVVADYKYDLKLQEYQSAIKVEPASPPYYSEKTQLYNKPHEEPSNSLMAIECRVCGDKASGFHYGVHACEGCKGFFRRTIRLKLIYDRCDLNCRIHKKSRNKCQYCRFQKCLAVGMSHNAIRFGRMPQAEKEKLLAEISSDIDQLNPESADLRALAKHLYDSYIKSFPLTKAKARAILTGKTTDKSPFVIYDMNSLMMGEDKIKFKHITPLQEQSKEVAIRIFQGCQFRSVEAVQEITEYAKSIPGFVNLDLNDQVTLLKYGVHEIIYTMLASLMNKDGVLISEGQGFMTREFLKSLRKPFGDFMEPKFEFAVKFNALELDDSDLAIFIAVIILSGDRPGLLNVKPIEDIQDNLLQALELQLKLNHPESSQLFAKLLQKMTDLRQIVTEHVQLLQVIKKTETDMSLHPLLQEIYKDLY
bIAP inhibitor = bovine intestinal alkaline phosphatase inhibitors, primary screen, selectivity assay for TNAP inhibitor project, biochemical, bovine IAP, CDP-star luminescence. purified bovine IAP, 30 min. 190,000 tested, under 10 active. AID 1019, 2008. alkaline phosphatase, intestinal [Bos taurus]. inhibition, % at 20 µM;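 active means over 50% inhibition of intestinal alkaline phosphatase at 20 µM in the single-dose screen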
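Assay system – bovine IAP enzyme · Quantity – bovine IAP at 1/65,000,000 final dilution · Detection – CDP-star luminescence signal · Times – 30 min reaction at room temperature · Also added – CDP-star substrate at 30 µM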
TNAP inh hi DEA = human TNAP enzyme inhibitors, primary screen, biochemical, luminescent, high phosphate acceptor level, uHTS; Alkaline phosphatase, tissue-nonspecific isozyme (Homo sapiens), P05186; purified TNAP, CDP-star luminescence, 1 M DEA; inhibition, % at 20 µM; hit rate 0.03% among 200,000;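 active means over 50% inhibition of tissue-nonspecific alkaline phosphatase at 20 µM in the single-dose screen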;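 further: plate controls were DMSO wells for no effect and EDTA-quenched wells as full inhibition for full effect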
TNAP act hi DEA = TNAP activators at high phosphate acceptor level, primary screen, biochemical, luminescence, uHTS; Alkaline phosphatase, tissue-nonspecific isozyme (Homo sapiens), P05186; 200,000 tested, under 10 active; activation factor at 20 µM; purified TNAP, CDP-star luminescence, 1 M DEA, 30 min; active compounds read high; 0 = EDTA background, 1 = DMSO-only activity;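 active means activation factor at least 2 at 20 µM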
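Assay system: human TNAP; Input: enzyme diluted 1/800 final; Reagent: CDP-star luminogenic substrate at 100 µM final; Timing: 30 min, room temperature; Signal: luminescence; Evaluation: TNAP activation factor scaled between EDTA and DMSO control wells.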
TR-FRET SRC-2 ct = TR-FRET signal artefacts, primary screen, artefact control for PPARgamma SRC-2 agonist project, biochemical; TR-FRET ratio at 8 µM; TR-FRET artefact counter-screen; active compounds read high; hit rate 0.4% among 200,000; in the data active means TR-FRET ratio above about 2000; further: inactives centre near 1500
bIAP act = bovine intestinal alkaline phosphatase activators, primary screen, biochemical, bovine IAP, CDP-star luminescence | activation factor at 20 µM | hit rate 0.17% among 200,000 | alkaline phosphatase, intestinal [Bos taurus] | purified bovine IAP, 30 min; active compounds read high; fold of DMSO-control signal, blank-subtracted | AID 1016, 2008;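 active means activation factor of 2 or more at 20 µM, a signal rise over negative controls twice the positive control's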
PPARg SRC1 recr = PPARgamma agonists recruiting SRC-1 coactivator, primary screen, biochemical; activation, % at 8 µM; AID 631, 2007; Peroxisome proliferator-activated receptor gamma (Homo sapiens), P37231; PPARgamma-SRC-1 coactivator recruitment biochemical assay; hit rate 0.41% among 200,000; in the data active means activation above about 19%;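 further: 0% = DMSO and 100% = reference agonist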
Efa HMGR inh = inhibitors of E. faecalis class II HMGR, primary screen, biochemical, Enterococcus faecalis | inhibition, % at 10 µM | hit rate 0.41% among 190,000 | purified E. faecalis HMGR, NADPH absorbance 340 nm kinetic;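 active means inhibition above a set limit, the median over all tested compounds plus 3 SD, cut at about 9.5% in these data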;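 further: enzyme runs in reverse so mevalonate oxidation gives rising NADPH absorbance; 0% = complete reaction with DMSO and 100% = background rate lacking mevalonate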
PPARg SRC3 recr = PPARgamma agonists recruiting SRC-3 coactivator, primary screen, biochemical | AID 731, 2007 | activation, % at 8 µM | biochemical PPARgamma/SRC-3 coactivator recruitment assay | Peroxisome proliferator-activated receptor gamma (Homo sapiens), P37231 | hit rate 0.26% among 200,000; in the data active means activation above about 23%;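 further: 0% = DMSO and 100% = reference agonist; some compounds past the cut are filed as inactive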
An asterisk follows results filed as active; nt = not tested or not shown.

SMILES | TNAP inh no acc | PPARg SRC-2 ag | bIAP inhibitor | TNAP inh hi DEA | TNAP act hi DEA | TR-FRET SRC-2 ct | bIAP act | PPARg SRC1 recr | Efa HMGR inh | PPARg SRC3 recr
CCNCCNC(=O)c1c(O)c2cccc3c2n(c1=O)CCC3 | -11 | 4 | 9 | -4 | 1 | 1665 | 0.9 | 13 | -3 | -1
CC(C)c1ccc(CC(C)C2C3=C(CCCC3=O)OC3=C2C(=O)CCC3)cc1 (stereo not given) | -5 | 4 | 6 | 1 | 1 | 1502 | 0.9 | 4 | 2 | -3
Cc1nnsc1SCCNC(=O)c1c(F)cccc1F | -11 | 8 | 3 | -2 | 1 | 1651 | 1 | 3 | 0 | 1
COc1ccc(-c2cc(C(F)(F)F)n3ncc(C(=O)NCC4CCCO4)c3n2)cc1OC (stereo not given) | 2 | 5 | 3 | 0 | 1 | 1678 | 1 | 10 | -6 | 3
Cc1cccc(NC(=S)NCCSc2ccc(Cl)cc2)c1 | -23 | -4 | 40 | -7 | 1.1 | 1543 | 0.6 | 3 | -3 | -2
Fc1ccc(Cn2nnnc2C(c2cccs2)N2CCN(C3CCCCC3)CC2)cc1 (stereo not given) | -1 | -2 | 4 | -3 | 1 | 1530 | 1 | 4 | -3 | -3
CS(=O)(=O)N1CCN(C(=O)c2ccc(-c3ccccc3)cc2)CC1 | -8 | -2 | 7 | 1 | 1 | 1464 | 0.9 | 3 | -10 | -3
CC(C)CNS(=O)(=O)c1ccc(CCC(=O)NCc2ccco2)cc1 | -14 | 8 | 8 | -2 | 1 | 1775 | 0.9 | -2 | 0 | 1
CCCC(c1nnnn1Cc1ccc2c(c1)OCO2)N1CCC(C(N)=O)CC1 (stereo not given) | -9 | -5 | -3 | -6 | 1.1 | 1301 | 1 | -3 | 1 | 2
Cc1ccc(-c2nc(C#N)c(NCC3CCCO3)o2)cc1 (stereo not given) | -3 | -6 | 7 | -4 | 1 | 1398 | 0.9 | -3 | -2 | 3
COc1ccccc1C1(CCNS(=O)(=O)c2ccc(C)cc2)CCOC(C(C)C)C1 (stereo not given) | -13 | 3 | -8 | -2 | 1 | 1566 | 1.1 | 4 | -1 | 0
COc1cccc(OC)c1C(=O)Nc1nc2ccc([N+](=O)[O-])cc2s1 | -6 | 2 | -2 | -3 | 1 | 1593 | 1 | 8 | -6 | 0
CC(=O)Nc1ccc2nc(-c3ccncc3)[nH]c2c1 | -5 | 1 | -6 | -4 | 1 | 1412 | 1.1 | -2 | 2 | -1
CC(C)(C)c1ccc(C(=O)NNC(=O)C(=O)N2CCCCC2)cc1 | 2 | -6 | -17 | -1 | 1 | 1483 | 1.2 | -3 | 1 | 2
O=C(CCc1ccccc1)Nc1cccc(-c2nnc(-c3ccco3)o2)c1 | -13 | 6 | 9 | -3 | 1 | 1569 | 0.9 | -5 | -2 | 3
O=C(COC(=O)/C=C/c1ccccc1)NCc1ccc(Cl)cc1 | -3 | -7 | -2 | -3 | 1 | 1536 | 1 | -1 | 0 | -1
C#CCOCCOCCOCCNc1nc(N2CCN(C(=O)[C@H](C(C)C)n3cc(CCO)nn3)CC2)nc(N2CCN(C(=O)[C@H]([C@@H](C)CC)n3cc(CCCCN)nn3)CC2)n1 | -7 | 7 | 33 | 1 | 1 | 1441 | 0.7 | 7 | -10 | -4
Cc1cccc(Nc2ncnc3c2cnn3Cc2ccccc2)c1 | 1 | 0 | 15 | 0 | 1 | 1294 | 0.9 | -3 | 0 | -2
Cn1cnc([N+](=O)[O-])c1Nc1ccc(O)cc1 | 16 | 6 | 17 | 8 | 0.9 | 1546 | 0.8 | 0 | 1 | -10
N=C1C(c2nc3ccccc3s2)=C(O)CN1C1CCCCC1 | 1 | -2 | -10 | 4 | 1 | 1576 | 1.1 | -3 | 6 | -2
CCCCCC(O)(CCCCC)C(=O)NNc1ccccc1 | -5 | 1 | 7 | -7 | 1.1 | 1565 | 0.9 | 5 | -1 | -3
CC(C)(C)OC(=O)NNC(=S)NC1CCCCC1 | -63 | 6 | -20 | -6 | 1.1 | 1645 | 1.2 | 2 | 2 | 2
CCCN1CCN(C(=O)CCCn2c(C)c3cnn(-c4ccccc4)c(=O)c3c2C)CC1 | -16 | nt | -8 | -5 | 1.1 | nt | 1.1 | nt | -2 | nt
Cc1ccc(C)n1-c1ccc(C(=O)N2CCC(C(N)=O)CC2)cc1 | -1 | 7 | -14 | 0 | 1 | 1753 | 1.1 | 14 | -4 | 3

Profiles, quoted from the list. Values in the order: TNAP inh no acc	PPARg SRC-2 ag	bIAP inhibitor	TNAP inh hi DEA	TNAP act hi DEA	TR-FRET SRC-2 ct	bIAP act	PPARg SRC1 recr	Efa HMGR inh	PPARg SRC3 recr
C#CCOCCOCCOCCNc1nc(N2CCN(C(=O)[C@H](C(C)C)n3cc(CCO)nn3)CC2)nc(N2CCN(C(=O)[C@H]([C@@H](C)CC)n3cc(CCCCN)nn3)CC2)n1 is listed as -7	7	33	1	1	1441	0.7	7	-10	-4
CC(=O)Nc1ccc2nc(-c3ccncc3)[nH]c2c1 is listed as -5	1	-6	-4	1	1412	1.1	-2	2	-1
O=C(COC(=O)/C=C/c1ccccc1)NCc1ccc(Cl)cc1 is listed as -3	-7	-2	-3	1	1536	1	-1	0	-1

Additional structures follow.
SMILES | TNAP inh no acc | PPARg SRC-2 ag | bIAP inhibitor | TNAP inh hi DEA | TNAP act hi DEA | TR-FRET SRC-2 ct | bIAP act | PPARg SRC1 recr | Efa HMGR inh | PPARg SRC3 recr
O=C1CCC(=O)N1CN(C(=O)c1ccco1)c1ccc(Cl)c(Cl)c1 | -4 | 7 | -2 | -7 | 1.1 | 1552 | 1 | 3 | -8 | 13
C=C(Cl)COC(=O)C1C2C=CC(C2)C1C(=O)O (stereo not given) | -7 | 10 | -1 | -1 | 1 | 1459 | 1 | 0 | -3 | 16
C=CCN(C(=O)c1cc(C)cc(C)c1)C1(C(=O)Nc2ccccc2)CCN(C(C)C)CC1 | -7 | 0 | -14 | -1 | 1 | 1726 | 1.1 | -2 | 2 | 3
COc1ccc(/C=C2/NC(=O)N(CC(=O)Nc3cccc(C)c3)C2=O)cc1O | -4 | 5 | -4 | -4 | 1 | 1719 | 1 | 10 | -4 | 7
O=C(COC(=O)c1ccc(Br)cc1)NCCc1ccccc1 | -8 | -12 | 5 | -5 | 1 | 1475 | 1 | 0 | -3 | 2
COC(=O)CC1C(=O)NCCN1C(=O)Nc1ccccc1 (stereo not given) | -12 | -4 | 3 | -3 | 1 | 1495 | 1 | -2 | 2 | 1
Cc1ccc(CNC(=O)[C@H]2C[C@@H]2[C@H](NP(=O)(c2ccccc2)c2ccccc2)c2ccccc2)o1 | -18 | -8 | -2 | -4 | 1 | 1534 | 1 | -2 | -1 | -4
Cn1c(N)c(S(=O)(=O)N2CCN(Cc3ccccc3)CC2)c(=O)n(C)c1=O | -11 | -1 | 0 | -3 | 1 | 1709 | 1 | 1 | -4 | 2
CCN(c1ccccc1)S(=O)(=O)c1ccc(OCC(=O)Nc2cc(C)on2)cc1 | -16 | 1 | 16 | -8 | 1.1 | 1394 | 0.8 | -1 | 1 | 4
Nc1nc2ccc(S(=O)(=O)c3ccc4nc(N)sc4c3)cc2s1 | -9 | 3 | 5 | -4 | 1 | 1550 | 0.9 | 7 | -3 | 10
O=C(NCC1CCCO1)c1cc2ccccc2oc1=O (stereo not given) | -6 | -3 | -11 | -4 | 1 | 1508 | 1.1 | -1 | -4 | -3
COc1cc(OC)cc(-n2nnnc2SCC(=O)Nc2nc3c(s2)CCCC3)c1 | -6 | 5 | 17 | -4 | 1 | 1546 | 0.8 | 8 | -6 | 7
Cc1cc(C(=O)OCC(=O)c2c(N)n(C)c(=O)n(C)c2=O)c(C)o1 | 1 | 9 | 6 | -2 | 1 | 1557 | 0.9 | 9 | 3 | 2
O=C(OCc1nc2ccccc2s1)C1CCN(S(=O)(=O)c2cccs2)CC1 | -6 | 10 | 5 | -6 | 1.1 | 1655 | 0.9 | 0 | 0 | -3
COc1ccc(/C=C/C(=O)N(C)Cc2cccs2)cc1S(=O)(=O)N1CCOCC1 | -10 | 6 | -20 | -3 | 1 | 1510 | 1.2 | 5 | -12 | 0
CC1CCCCC1NC(=O)/C(C#N)=C/c1ccc(F)c(F)c1 (stereo not given) | -8 | 1 | 22 | -2 | 1 | 1614 | 0.8 | 4 | -1 | 9
CNC(=S)N1CCN(C(=O)c2ccco2)CC1 | 5 | 3 | 1 | 4 | 1 | 1701 | 1 | 7 | -8 | 3
CCC1CCCCN1c1nc2c(C=O)c(C)nn2c2ccccc12 (stereo not given) | -6 | 9 | -3 | -3 | 1 | 1711 | 1 | 9 | -2 | -2
Cc1onc(-c2ccccc2Cl)c1C(=O)NCCn1ccc2ccccc21 | -7 | 2 | -11 | -4 | 1 | 1528 | 1.1 | 5 | 0 | -2
COCCCNc1nc2c(c(=O)[nH]c(=O)n2C)n1CC(O)COc1cccc(C)c1 (stereo not given) | -3 | 12 | -2 | 0 | 1 | 1688 | 1 | 9 | -3 | 3
COc1ccc2cc(C)c3nnc(SCC(=O)Nc4nc(-c5ccccc5)cs4)n3c2c1 | -4 | 1 | -2 | 0 | 1 | 1492 | 1 | 2 | -1 | -5
CC(C)CNC(=O)C(=O)NCCCN1CCOCC1 | -13 | -5 | -7 | -5 | 1.1 | 1236 | 1.1 | -9 | -1 | 2
NC(=O)C(CC(=O)O)NC(=O)[C@@H]1CCCNc2c(I)cc([N+](=O)[O-])cc2C(=O)N[C@@H](CO)C(=O)N[C@@H](Cc2ccc(O)cc2)C(=O)N1 (stereo not given in full) | -4 | 11 | 20 | 2 | 1 | 1548 | 0.8 | 7 | -4 | 3
Cc1ccc(S(=O)(=O)N2CCCN(S(=O)(=O)c3ccc(C)cc3)CC2)cc1 | -9 | 3 | 3 | -4 | 1 | 1732 | 1 | 0 | -6 | 11
CCOc1cc(C2C(C(=O)OC(C)C)=C(C)NC3=C2C(=O)CCC3)cc([N+](=O)[O-])c1O (stereo not given) | 4 | 8 | 13 | 10 | 0.9 | 1551 | 0.9 | -1 | -2 | 7
COc1ccc(CC2(CO)CCN(CC3=CC[C@H]4C[C@@H]3C4(C)C)CC2)cc1 | -5 | 0 | 1 | -3 | 1 | 1574 | 1 | -3 | -2 | 4
COc1ccc(OCC(=O)Nc2cc(-c3nn(C)c(=O)c4ccccc34)ccc2OC)cc1 | -8 | 4 | 5 | -2 | 1 | 1425 | 1 | 38* | -4 | -4

Arranged by value in bIAP inhibitor (rising): some entries from above.
smiles	bIAP inhibitor
COc1ccc(/C=C/C(=O)N(C)Cc2cccs2)cc1S(=O)(=O)N1CCOCC1	-20
COc1ccc2cc(C)c3nnc(SCC(=O)Nc4nc(-c5ccccc5)cs4)n3c2c1	-2
COc1ccc(OCC(=O)Nc2cc(-c3nn(C)c(=O)c4ccccc34)ccc2OC)cc1	5
